PHOSPHO1 block = PubChem AID 1565 | recombinant PHOSPHO1, absorbance phosphatase assay | Phosphoethanolamine/phosphocholine phosphatase (Homo sapiens), Q8TCT1 | 290,000 tested, 1.1% active | inhibition, % at 13.3 µM; in the data active = inhibition above about 60%
Target sequence (Q8TCT1 whole entry, looked up): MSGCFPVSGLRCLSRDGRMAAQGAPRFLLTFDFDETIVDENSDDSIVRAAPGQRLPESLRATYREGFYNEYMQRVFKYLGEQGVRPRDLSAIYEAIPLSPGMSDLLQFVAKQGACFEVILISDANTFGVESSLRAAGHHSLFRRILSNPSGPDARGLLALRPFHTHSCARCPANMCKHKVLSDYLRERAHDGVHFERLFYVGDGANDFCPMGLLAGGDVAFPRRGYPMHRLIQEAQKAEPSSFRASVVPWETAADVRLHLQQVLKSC
DNA FID counter = compounds displacing fluorescent DNA intercalator, primary screen, artefact control for HCV NS3 helicase inhibitor project, biochemical, FID fluorescence; 290,000 tested, 0.17% active; DNA fluorescent intercalator displacement; inhibition, % at 7.9 µM; AID 1845, 2009; in the data active = inhibition above about 37%;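 note: 0% = vehicle and 100% = reference compound; higher means more ethidium bromide displaced from hairpin DNA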
GalR3 antagonist = GalR3 antagonists in HEK293 cells, primary screen, cell-based, fluorescence readout; inhibition, % at 3 µM; 360,000 tested, 0.44% active; Galanin receptor type 3 (Homo sapiens), O60755; HEK293 GalR3-CNG cAMP membrane potential fluorescence; galR3 body fused to GalR1 C-terminus;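 active = inhibition above the screen-wide average plus 3 SD, cut at about 13% in these data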;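 note: forskolin and galanin both at EC90 stimulate the cells; cAMP rise reported by CNG channel membrane potential dye signal; 0% = forskolin plus galanin with DMSO and 100% = forskolin alone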
Target sequence (O60755 1-299 limits assumed): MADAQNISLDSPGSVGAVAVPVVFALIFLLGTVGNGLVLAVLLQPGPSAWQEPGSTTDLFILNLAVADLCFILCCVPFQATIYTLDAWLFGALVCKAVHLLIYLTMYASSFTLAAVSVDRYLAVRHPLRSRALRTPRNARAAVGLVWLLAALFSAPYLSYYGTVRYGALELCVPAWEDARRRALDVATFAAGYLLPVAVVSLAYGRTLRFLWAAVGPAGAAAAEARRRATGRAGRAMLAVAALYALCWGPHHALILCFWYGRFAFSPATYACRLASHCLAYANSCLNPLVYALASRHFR
NS3 helicase inh = inhibitors of HCV NS3 helicase, primary screen, biochemical, Cy5 molecular beacon fluorescence | AID 1800, 2009 | 290,000 tested, 0.56% active | NS3 helicase DNA unwinding | inhibition, % at 10.9 µM;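 active = inhibition above the mean of all tested compounds plus 3 SD, set per campaign, cut at about 35% in these data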;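 note: 0% = DMSO wells and 100% = thioflavine S control wells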
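Measured by: Cy5 fluorescence, 0 and 60 min reads / Assay system: NS3 helicase fragment of HCV / Control set: low DMSO, high thioflavine S at 110 µM / Times: 1 h reaction at 25 °C, ATP-initiated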
OXTR agonist = human OXTR agonists, primary screen, fluorescence, CHO-OTR cells, Fluo-8 calcium | Fluo-8 calcium fluorescence; normalized: DMSO 0%, oxytocin 100% | 320,000 tested, 0.32% active | Oxytocin receptor (Homo sapiens), P30559 | AID 2435, 2010 | activation, % at 3 µM;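 active = activation above the mean of all tested compounds plus 3 SD, cutoff set per screening run, cut at about 20% in these data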;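 note: peak over basal fluorescence ratio from a 100 s FLIPR kinetic read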
V1aR counter = agonists of human V1a receptor, primary screen, counter-screen for OXTR agonist project, fluorescence, CHO-V1R cells | Fluo-8 calcium fluorescence, agonist mode; 0% DMSO, 100% 3 nM vasopressin | activation, % at 3 µM | 320,000 tested, 0.25% active;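 active = activation above the mean activation of all tested compounds plus 3 SD, per screening run, cut at about 20% in these data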;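 note: signal is peak over basal fluorescence ratio across a 100 second FLIPR read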
IMP-1 inh = IMP-1 metallo-beta-lactamase inhibitors, primary screen, biochemical, epi-absorbance readout, Pseudomonas aeruginosa enzyme. metallo-beta-lactamase IMP-1 (Pseudomonas aeruginosa). inhibition, % at 5.6 µM. purified IMP-1, nitrocefin hydrolysis, epi-absorbance fluorescence. 290,000 tested, 0.45% active;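 active = inhibition above the mean plus 3 SD of all compounds in the same screening run, cut at about 4.5% in these data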;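 note: 0% = IMP-1 with DMSO and 100% = DMSO wells lacking enzyme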
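Material – recombinant IMP-1 enzyme, purified · Amount – IMP-1 0.2 nM before substrate addition · Medium – HEPES buffer pH 7.1 with ZnSO4 and Brij 35 · Timing – 25 °C, 15 min preincubation, 25 min reaction · Measured by – plate fluorescence quenching by hydrolysis product, ex 480/em 530 nm · Read-out – percent enzyme inhibition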
VIM-2 inh = VIM-2 metallo-beta-lactamase inhibitors, primary screen, biochemical, epi-absorbance readout, Pseudomonas aeruginosa enzyme; inhibition, % at 5.6 µM; purified VIM-2, nitrocefin hydrolysis, epi-absorbance fluorescence; 290,000 tested, 0.89% active;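 active = inhibition above the mean of all tested compounds plus 3 SD, cutoff set per screening run, cut at about 7.5% in these data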;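 note: red hydrolysis product quenches plate fluorescence so inhibitors raise well fluorescence; 0% = enzyme with DMSO and 100% = DMSO without enzyme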
GPR7 antagonist = GPR7 receptor antagonists, primary screen, cell-based, fluorescence, single concentration; AID 1861, 2009; 290,000 tested, 1.1% active; Neuropeptides B/W receptor type 1 (Homo sapiens), P48145; GPR7-expressing cells, fluorescence antagonist assay; inhibition, % at 4.4 µM; in the data active = inhibition above about 16%, passing the limit was not always enough;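 note: cells stimulated with the agonist NPW; 0% = agonist with vehicle and 100% = vehicle without agonist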
Target sequence (P48145 whole entry, looked up): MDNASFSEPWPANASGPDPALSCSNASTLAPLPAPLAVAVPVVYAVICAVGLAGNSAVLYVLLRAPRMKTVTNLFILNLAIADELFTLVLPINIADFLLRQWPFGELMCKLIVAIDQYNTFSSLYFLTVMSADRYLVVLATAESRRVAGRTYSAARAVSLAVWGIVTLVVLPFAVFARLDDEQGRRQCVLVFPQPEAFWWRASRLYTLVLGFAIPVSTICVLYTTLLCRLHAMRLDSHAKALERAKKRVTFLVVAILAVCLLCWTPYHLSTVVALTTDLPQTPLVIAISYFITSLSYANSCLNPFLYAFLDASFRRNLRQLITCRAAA
Starred values were filed as active, the others as inactive; . = not tested or not shown. Compounds as they come. About 4.3% of those tested had a hit in this group.

Screens in order – PHOSPHO1 block	DNA FID counter	GalR3 antagonist	NS3 helicase inh	OXTR agonist	V1aR counter	IMP-1 inh	VIM-2 inh	GPR7 antagonist
#1 COc1ccc(/C=C(\C#N)c2n[nH]c(Cn3cncn3)n2)cc1
    51	-2	-5	7	0.2	0.5	-4.3	-4.1	20*
#2 O=C(CSc1ccccc1Cl)N1CCC(c2nc3ccccc3s2)CC1
    30	-37	-3	1	3.1	3.1	-1.1	-2.9	-8
#3 Cc1[nH]n(-c2ccccc2)c(=O)c1C=Nc1cccc2cccnc12
    -17	2	-7	-6	-1.0	1.5	0.3	0.7	4
#4 Cc1ccc2nc(N3C(=O)C(O)=C(C(=O)c4ccco4)C3c3ccc(C)o3)sc2c1 (stereo not given)
    39	-17	-6	14	-1.0	0.4	-1.5	0.3	-9
#5 O=C(C(=C1NCCN1)n1cncn1)c1ccccc1
    9	-2	-3	2	1.7	-0.5	-1.8	-3.9	1
#6 O=c1cc2c(nn1Cc1ccc(Cl)cc1Cl)-c1ccccc1CC2
    1	-4	-3	-3	1.0	2.1	-1.3	0.1	-2
#7 c1ccc(NNC2=NCCS2)cc1
    1	-4	3	-3	-1.0	2.2	-1.2	3.6	-7
#8 O=C(NCc1ccc(F)cc1)C1(S(=O)(=O)c2ccc(Cl)cc2)CC1
    36	-10	-7	-10	-2.5	-0.7	-2.5	-0.5	-20
#9 CC1CCN(C(=O)C2CCN(C(=O)c3ccc(C(C)(C)C)cc3)CC2)CC1
    32	-47	-10	12	-0.3	0.0	-0.7	1.2	-2
#10 COc1ccc(CCN2C(=O)CC(N3CCN(S(=O)(=O)c4ccccc4)CC3)C2=O)cc1OC (stereo not given)
    15	-22	2	5	0.8	-0.1	-0.1	1.3	3
#11 CC(=O)Nc1cccc(Oc2cc(C#N)c(C#N)cc2N2CCOCC2)c1
    -3	-11	-3	2	0.7	1.7	-3.7	-0.4	-19
#12 Cn1c(SCc2ccccc2F)nnc1-c1cnccn1
    2	-5	-1	6	-0.1	1.4	-1.8	-2.1	-2
#13 CCOC(=O)N1CCN(Cc2nc3cc(NC(=O)CC)ccc3n2C)CC1
    15	-13	-9	-8	1.0	-0.5	-1.7	0.1	-10
#14 CCOc1cccc(C(=O)NC(=S)NCc2cccnc2)c1
    -5	-12	-3	2	-2.5	-1.8	-0.9	-4.4	5
#15 Cc1ccc(Nc2nnc(SCC(=O)Nc3ncc(C(F)(F)F)cc3Cl)s2)cc1
    4	-1	-2	2	-1.0	-0.5	-2.2	-2.3	1
#16 CN(CC(=O)NCc1ccc(F)cc1)S(=O)(=O)c1ccc2c(c1)n(C)c(=O)c(=O)n2C
    44	-6	0	4	0.5	0.1	-1.2	-2.0	-14
#17 CC(C)[C@H](NC(=O)[C@@H]1CSC2c3ccccc3C(=O)N21)C(=O)NC1CCCCC1 (stereo not given in full)
    38	-43	4	-2	-1.0	-0.2	-1.1	-0.9	-15
#18 O=C(CCC(=O)c1cccs1)NCc1cccnc1
    36	1	3	1	0.1	-0.2	-2.6	-3.6	-7
#19 O=C(COC(=O)c1cccc(Oc2ccccc2)c1)NCc1ccco1
    -15	-22	-6	-1	1.5	4.1	-4.0	-3.5	-8
#20 Cc1cccc(C)c1NC(=O)Cn1nnnc1N
    4	1	-1	2	1.1	1.0	-2.7	-3.6	-13
#21 N=c1c(C(=O)NCc2ccc(F)cc2)cc2c(=O)n3ccccc3nc2n1Cc1ccco1
    -3	0	0	12	-1.7	1.5	-2.5	-0.8	-2
#22 Cc1cccc2c(N=Nc3ccc(S(=O)(=O)Nc4cccc(Cl)c4)cc3[N+](=O)[O-])c(O)[nH]c12
    13	13	-6	14	-0.6	-0.1	-2.9	-3.0	-12
#23 Cc1cccc(OCC(=O)Nc2cccc(C(=O)NCC(C)C)c2)c1
    0	-20	-10	-8	4.5	8.7	-3.5	-1.1	-8
#24 O=C(NCc1cccs1)c1ccc([N+](=O)[O-])cc1Cl
    4	2	1	19	-1.6	-0.9	-3.9	-2.6	-5
#25 CCN(CCNC(=O)C1CCCN(Cc2nc(-c3ccc(OC)cc3)oc2C)C1)c1ccccc1 (stereo not given)
    18	19	-5	-108	7.3	4.4	-3.4	-4.4	2
#26 Cc1sc2nc(CN3CCN(S(=O)(=O)c4cccc5nonc45)CC3)[nH]c(=O)c2c1C
    -6	2	7	-1	-0.7	1.3	-2.0	-0.9	-6
#27 CCC1S/C(=N/N=C/c2ccco2)N(c2ccc(F)cc2)C1=O (stereo not given)
    -10	-5	0	-7	0.0	0.3	0.6	-2.0	5
#28 Cc1nn(C)cc1S(=O)(=O)N1CCN(c2ccccc2)CC1
    13	-3	-1	-5	0.7	1.5	-2.6	-2.5	2
#29 Cc1ccc(NC(=O)CSc2nnc(Cc3ccccc3)o2)cc1
    34	-12	-7	-5	-0.5	0.3	-2.9	-2.2	-5
#30 CN(C)Cc1ccccc1C(O)(c1ccccc1)c1ccccc1
    8	11	-12	-46	0.3	0.9	-0.1	-0.2	2
#31 CCN(CC)S(=O)(=O)c1ccc(C)c(NC(=O)CN2CCN(C)CC2)c1
    38	9	-7	-24	1.4	0.8	-1.0	-3.4	-7
#32 Cc1ccn(CCC(=O)N2CCCC(CCC(=O)NCc3ccc(F)c(F)c3)C2)n1 (stereo not given)
    20	-18	-1	2	-1.0	0.9	-0.8	2.0	-8
#33 CC(C)c1ccc2oc(=O)cc(CN3CCN(c4ccc(F)cc4)CC3)c2c1
    -18	-3	-3	2	-2.1	-0.3	-1.5	-3.7	-7
#34 COc1ccc(OCCSc2ncnc3nc[nH]c23)cc1
    9	-4	-2	-7	7.9	4.3	-4.4	0.2	-2
#35 Cc1ccc(C(=O)N/N=C\c2ccc([N+](=O)[O-])s2)cn1
    6	4	-1	6	1.7	0.1	-1.9	-2.5	-3
#36 O=C(CCCn1c(SCC(=O)NCC2CCCO2)nc2ccccc2c1=O)NCC1CCCO1 (stereo not given)
    13	-23	-7	-2	1.2	0.7	0.0	-0.8	8
#37 Cc1ccc(/C=C/C(=O)c2ccc(C)cc2)cc1
    -9	-5	-3	1	-0.7	-1.0	-6.1	-1.5	-6
#38 CCCCCCCC(=O)N/N=C/c1ccc(Br)cc1
    -13	-13	-7	-5	-0.9	-0.3	-1.4	-3.5	-15
#39 CC1CN(C(=S)NC(=O)c2ccc(Cl)cc2)CC(C)O1 (stereo not given)
    56	-9	-1	7	-1.2	-0.9	-1.0	-0.7	-11
#40 COc1ccc(C(=O)N=C2CCC(C#N)=C3c4cc(OC)c(OC)cc4CCN23)cc1
    -9	-1	0	-7	-0.4	1.0	-4.2	-4.0	-12
#41 NC(=NCCc1ccc(Cl)cc1)NS(=O)(=O)c1ccc(F)cc1
    -8	-8	-4	7	-0.2	2.2	-5.0	-4.5	1
#42 O=C(NCc1cccnc1)C(=O)Nc1ccc2c(c1)OCO2
    27	2	-2	2	0.8	-0.1	-1.5	-1.4	-5
#43 COCCn1c(SCC(=O)Nc2ccccc2)nc2c(oc3ccccc32)c1=O
    2	-3	-3	6	-2.1	-0.2	-2.4	-3.1	-12
#44 Cc1ccc(C(=O)NNC(=O)c2ccc(NC(=O)C(C)(C)C)cc2)cc1
    .	-7	-2	-6	0.6	1.2	-3.5	-2.6	-25
#45 NCCSc1c(-c2ccccc2)[nH]c2ccccc12
    -4	5	.	-44	3.3	2.9	-2.6	-0.8	21*
#46 O=C1CS/C(=N\C(=O)N2c3ccccc3Sc3ccccc32)N1
    45	0	-6	11	0.0	-0.4	-2.7	-1.9	-11
#47 Cc1cc(C)nc(SCCC(=O)Nc2ccccc2)n1
    18	-3	-3	-2	-0.3	-1.4	-2.4	-0.1	9
#48 NNC(=O)c1ccccc1OCc1ccccc1
    21	-14	-5	4	-2.5	-0.3	-3.6	-1.5	-4
#49 COc1ccc2nc(C)cc(NCc3ccc(F)cc3)c2c1
    19	7	-12	-53	11	10	-1.1	4.2	11
#50 Cc1onc(-c2ccccc2Cl)c1C(=O)Nc1cccc(-c2nc3ncccn3c2C)c1
    -8	-21	-3	-14	0.1	0.5	-1.6	-1.6	-15
#51 CCc1ccc(N2C(=O)CC(NNc3nc4ccccc4s3)C2=O)cc1 (stereo not given)
    2	-13	-12	7	1.6	2.0	-5.0	-3.2	-3
#52 COc1ccc(CNc2nc3ccc(C)cc3s2)c(OC)c1OC
    14	-37	-12	-15	0.5	0.9	-4.3	-2.4	-9
#53 CCOC(=O)c1c(C)[nH]c(C)c1C(=O)COC(=O)C1CCCN1S(=O)(=O)c1ccccc1F (stereo not given)
    37	-20	-1	-4	-0.5	1.7	-0.8	-1.5	-12
#54 O=C1CCCN1C(=O)CCC(=O)N1CCCC1=O
    5	-3	-1	0	-0.4	-0.3	-3.1	-3.2	6
#55 CCc1c(C)nc2[nH]nc(-c3ccccc3C)n2c1=O
    18	4	-3	7	0.7	1.1	-1.4	-3.7	-4
#56 CCC12CC3CC(C1)CC(C(=O)O)(C3)C2
    -6	-3	-3	10	0.9	1.8	-3.1	-2.2	6

With a hit mark in GPR7 antagonist (from the list above):
# | canonical_smiles | PHOSPHO1 block | GalR3 antagonist | NS3 helicase inh | IMP-1 inh | VIM-2 inh | GPR7 antagonist
1 | COc1ccc(/C=C(\C#N)c2n[nH]c(Cn3cncn3)n2)cc1 | 51 | -5 | 7 | -4.3 | -4.1 | 20*
45 | NCCSc1c(-c2ccccc2)[nH]c2ccccc12 | -4 | . | -44 | -2.6 | -0.8 | 21*

Random excerpt: five entries already listed
Screens in order – PHOSPHO1 block	DNA FID counter	GalR3 antagonist	NS3 helicase inh	OXTR agonist	V1aR counter	IMP-1 inh	VIM-2 inh	GPR7 antagonist
#47 Cc1cc(C)nc(SCCC(=O)Nc2ccccc2)n1
    18	-3	-3	-2	-0.3	-1.4	-2.4	-0.1	9
#50 Cc1onc(-c2ccccc2Cl)c1C(=O)Nc1cccc(-c2nc3ncccn3c2C)c1
    -8	-21	-3	-14	0.1	0.5	-1.6	-1.6	-15
#34 COc1ccc(OCCSc2ncnc3nc[nH]c23)cc1
    9	-4	-2	-7	7.9	4.3	-4.4	0.2	-2
#41 NC(=NCCc1ccc(Cl)cc1)NS(=O)(=O)c1ccc(F)cc1
    -8	-8	-4	7	-0.2	2.2	-5.0	-4.5	1
#35 Cc1ccc(C(=O)N/N=C\c2ccc([N+](=O)[O-])s2)cn1
    6	4	-1	6	1.7	0.1	-1.9	-2.5	-3

Screens deposited in PubChem BioAssay by several laboratories.
